Screening data (PubChem BioAssay)
miR122 inh: miR-122 inhibition in Huh7 cells; Huh7 miR-122 Renilla luciferase sensor, 48 h; neutral wells = 0, positive control = 100; AID 602342; activation (reporter increase), % at 12.5 µM; 340,000 compounds, 0.3% hits;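 active means mean replicate activation score at least 90 and every replicate individually at or above 90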;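 further: higher luciferase means less miR-122 activity so hits act as miR-122 inhibitors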
E-sel inducer: induces E-selectin expression in human endothelial cells | P16581 | HUVEC E-selectin immunofluorescence imaging; normalized: neutral wells 0, TNF-alpha wells 100 | activation, % at 7.58 µM | 260,000 compounds, 0.37% hits | AID 686992;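 active means mean E-selectin-positive cell signal at least 10% of the positive control, reached in at least 60% of replicates, without over 20% cell loss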;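 further: in these data hits start at about 27%; measured in HUVEC primary endothelial cells; signal is the percent of cells scored E-selectin positive by PE staining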
Target sequence (P16581 whole entry, looked up): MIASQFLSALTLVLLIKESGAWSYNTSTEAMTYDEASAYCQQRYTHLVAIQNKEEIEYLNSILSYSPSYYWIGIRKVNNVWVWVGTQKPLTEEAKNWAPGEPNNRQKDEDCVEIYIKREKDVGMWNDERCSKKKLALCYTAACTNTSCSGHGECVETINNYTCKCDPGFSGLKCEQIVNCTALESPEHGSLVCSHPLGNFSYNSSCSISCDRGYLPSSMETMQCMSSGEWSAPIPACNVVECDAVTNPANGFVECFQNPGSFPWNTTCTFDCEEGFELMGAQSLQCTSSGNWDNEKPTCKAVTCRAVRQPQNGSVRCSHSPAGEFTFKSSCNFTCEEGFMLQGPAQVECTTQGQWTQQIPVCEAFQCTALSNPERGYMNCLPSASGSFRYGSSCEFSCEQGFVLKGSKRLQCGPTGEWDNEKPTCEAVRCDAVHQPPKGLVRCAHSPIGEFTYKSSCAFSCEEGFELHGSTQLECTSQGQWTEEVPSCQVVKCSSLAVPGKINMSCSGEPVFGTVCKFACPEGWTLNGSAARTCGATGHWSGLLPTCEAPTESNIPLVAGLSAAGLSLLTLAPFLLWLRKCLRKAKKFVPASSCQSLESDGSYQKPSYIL
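System: HUVEC, human umbilical vein endothelial cells; quantity: 3,000 cells/well; buffer or medium: EGM-2 medium, gelatin-coated wells; dosing: single-point compound dose; detection: immunofluorescence imaging; evaluation: % PE-positive cells; benchmarks: TNF-alpha, DMSO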
PGC1a acetyl inh: lowers PGC1a acetylation signal in U2OS cells. 350,000 compounds, 0.17% hits. AlphaScreen anti-acetyl-lysine; with virally co-expressed GCN5 acetyltransferase. inhibition, % at 15.6 µM. AID 651687;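 active means every replicate shows inhibition of at least 40%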;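 further: 0% = neutral control wells and 100% = positive control wells; some results beyond the cut were filed as inactive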
Cneo AK release: Cryptococcus neoformans lysis via adenylate kinase release. 360,000 compounds, 0.2% hits. lysis activity, % at 15 µM. C. neoformans lysis, adenylate kinase release luminescence, 4 h; normalised: neutral wells 0, clomiphene wells 100;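 active means mean lysis activity across replicates of at least 80%, whatever share of replicates individually reach that level; inactive means mean lysis activity below 80%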
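Material: C. neoformans cells; Schedule: 4 h static compound exposure, 37 °C, read 1 h post-reagent; Measured by: adenylate kinase release luminescence; Read-out: signal increase indicating cell lysis; Controls: Clomiphene as positive lysis control.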
PglD inh: blocks C. jejuni PglD acetyltransferase activity | purified PglD enzyme, DTNB colorimetric CoA detection | inhibition, % at 12.5 µM | 360,000 compounds, 0.098% hits; in the data active means inhibition above about 16%, passing the limit was not always enough; further: strong numbers were not always called active
RAD52 inh: inhibitors of human RAD52 DNA annealing. 360,000 compounds, 0.46% hits. recombinant RAD52 DNA annealing, FRET fluorescence. inhibition, % at 18.7 µM. AID 651710. P43351;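 active means every replicate showing at least 50% inhibition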
Target sequence (P43351 whole entry, looked up): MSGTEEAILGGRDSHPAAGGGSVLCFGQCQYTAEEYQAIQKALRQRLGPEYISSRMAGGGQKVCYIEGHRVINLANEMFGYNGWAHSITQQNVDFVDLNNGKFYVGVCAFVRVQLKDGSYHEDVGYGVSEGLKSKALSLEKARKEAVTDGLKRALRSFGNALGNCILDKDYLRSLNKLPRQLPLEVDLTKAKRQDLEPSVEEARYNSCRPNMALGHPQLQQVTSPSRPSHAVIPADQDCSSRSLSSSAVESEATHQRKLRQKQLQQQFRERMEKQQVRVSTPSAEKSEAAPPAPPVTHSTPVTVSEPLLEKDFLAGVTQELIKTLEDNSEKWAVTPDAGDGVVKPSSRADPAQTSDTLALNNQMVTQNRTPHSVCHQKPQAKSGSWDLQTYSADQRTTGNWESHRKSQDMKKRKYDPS
ERAP1 HTS inh: blocks human ERAP1 aminopeptidase activity; AID 652197; inhibition, % at 10.7 µM; Q9NZ08; 340,000 compounds, 0.15% hits; recombinant ERAP1, Leu-AMC fluorescence, 60 min;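 active means mean replicate inhibition of at least 30%, or all replicates individually reaching that 30% level; inactive means mean below 30% and not every replicate reaching it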;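 further: 0% = neutral control wells and 100% = L-leucinethiol positive control wells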
RAD54 branch: inhibitors of human RAD54 branch migration; RAD54 Holliday junction branch migration, FAM/BHQ fluorescence; inhibition, % at 10.4 µM; 360,000 compounds, 0.14% hits; AID 602329;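 active means mean normalized replicate activity at least 40 and at least half of replicates scoring 40 or more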;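 further: 0% = median of neutral control wells and 100% = median of positive control wells; inhibitors cause a drop in the FAM fluorescence signal; in these data hits start at about 50%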
An asterisk follows results filed as active; x = not tested or not shown; & = joins results of further samples; [ ] = another dose, or the depositor's remark.

SMILES,miR122 inh,E-sel inducer,PGC1a acetyl inh,Cneo AK release,PglD inh,RAD52 inh,ERAP1 HTS inh,RAD54 branch
O=C(CCC(=O)c1cccs1)NCc1ccc(F)cc1,2.4,x,-14.3,0.5,11.9,x,x,-5.7
O=C(COc1ccccc1[N+](=O)[O-])N1CCCc2ccccc21,x,0.0,x,25.2,-0.4,-40.4,-1.2,0.2
COc1ccc(S(=O)(=O)N(C)C[C@@H]2Oc3ccc(NC(=O)Nc4cccc5ccccc45)cc3CC(=O)N([C@H](C)CO)C[C@H]2C)cc1,-7.0[16.7 µM],19.4,-10.1,x,x,10.2,3.8,x
C[C@H](CO)N1C[C@H](C)[C@H](CN(C)S(=O)(=O)c2cn(C)cn2)Oc2ccc(NC(=O)CCN3CCOCC3)cc2CC1=O,-3.6[16.7 µM],-8.9,0.8,-1.3,2.9,-0.2,-0.3,-18.2
C/C(=N\Nc1nc(N2CCCCCC2)nc(N2CCCCCC2)n1)c1ccccc1,-4.3,x,x,-1.3,-4.2,x,x,-5.4
CC(Cc1ccccc1)C(=O)NCc1ccncc1 (configuration not stated),x,0.0,x,-2.7,2.2,-28.5,0.8,4.2
COc1cccc(-c2ccc3nnc(SCC(=O)Nc4ccc(NC(C)=O)cc4)n3n2)c1,-5.0,-1.4,-2.9,-0.4,-5.2,-8.3,0.8,8.3
COc1ccc(OCC(=O)Nc2cc(-c3nn(C)c(=O)c4ccccc34)ccc2N2CCOCC2)cc1,x,-0.2,-9.8,x,x,0.6,3.3,x
O=C(NCc1cccc(C(F)(F)F)c1)C1CCC(=O)N(C2CCCCCC2)C1 (configuration not stated),-1.8,0.7,-8.3,-1.1,-0.4,-3.4,-5.1,-5.7
CC(NC(=O)CN1CCN(Cc2ccc(Cl)cc2)C1=O)c1ccc2c(c1)OCCO2 (configuration not stated),0.0,-1.7,-19.6,-1.9,x,-8.2,1.1,-0.2
O=C1NC[C@H](Cc2ccccc2)N(C[C@H]2CCCN2C[C@H](Cc2ccccc2)N2C[C@H](Cc3ccc(O)cc3)N(CC3CCCCCC3)C(=O)C2=O)C1=O,10.5,-0.1,5.3,-0.2,-2.8,-6.7,1.6,-16.4
COC(=O)c1cccc(C(=O)N2CCCC(C(=O)c3cccc(OC(C)C)c3)C2)c1 (configuration not stated),-5.8,x,-0.5,2.8,-1.1,-6.7,-0.8,-2.4
CC(C)C#Cc1ccc([C@@H]2[C@@H](CO)N3C(=O)CN(C(=O)c4ccccn4)C[C@H]23)cc1,x,-0.2,-0.7,x,x,-10.0,-0.5,x
Cc1csc(NC(=O)C2=COCCO2)n1,-8.5,x,-5.2,-2.5,-3.4,-12.7,10.6,-7.3
CC(C)NC(=O)Nc1ccc2c(c1)C(=O)N([C@H](C)CO)C[C@@H](C)[C@H](CN(C)Cc1ccc(C(F)(F)F)cc1)O2,1.9[16.7 µM],22.3,13.9,-0.3,-3.5,-14.0,0.8,35.3
Cc1c(C(=O)N2CCN(Cc3ccccc3)CC2)sc2ncnc(N3CCOCC3)c12,0.2,x,x,-0.3,-4.2,x,x,-0.9
CC(NS(=O)(=O)c1ccc(OCC(=O)NCc2ccncc2)cc1)c1ccccc1 (configuration not stated),-1.1,x,x,9.8,0.4,-18.9,-1.0,2.6
CC(C)NC(=O)N[C@@H]1CC[C@H](CCNC(=O)C2CCCC2)O[C@H]1CO,x,-0.6,1.2,2.2,-0.6,x,x,-1.7
O=C(CN1CCOc2ccccc21)NCc1cccs1,-0.5,x,6.6,2.5,0.1,x,x,-9.2
Cn1c(=O)n(C)c2cc([N+](=O)[O-])c(N3CCN(S(=O)(=O)c4ccccc4)CC3)cc21,-12.7,-0.7,-4.9,1.0,-2.8,-17.7,1.9,-6.3

Other structures.
SMILES,miR122 inh,E-sel inducer,PGC1a acetyl inh,Cneo AK release,PglD inh,RAD52 inh,ERAP1 HTS inh,RAD54 branch
COc1ccc(S(=O)(=O)Nc2ccc3c(c2)C(=O)N([C@H](C)CO)C[C@H](C)[C@@H](CN(C)S(=O)(=O)c2cccs2)OCCCC[C@H](C)O3)cc1,5.5[16.7 µM],x,25.9,49.2,0.2,-30.8,3.6,-6.4
COc1ccc(-c2cc(C(=O)NNC3=NCCC3)c3c(C)nn(-c4ccccc4)c3n2)cc1,x,5.9,29.2,x,x,-18.6,-0.7,x
Cc1c2cnn(CC(=O)Nc3cccc(C(F)(F)F)c3)c(=O)c2c(C)n1Cc1ccccc1F,-1.2,-0.2,7.3,3.6,-2.3,x,x,19.0
COc1cc(C(=O)N[C@H](C(=O)NC2CCCCCC2)C(C)C)cc(OC)c1OC,2.0,x,-5.5,1.4,2.5,x,x,-8.3
CN1CCN(C(=O)C[C@@H]2CC[C@@H]3[C@H](COC[C@@H](O)CN3C(=O)Nc3ccc(F)cc3)O2)CC1,0.9[16.7 µM],0.0,-9.8,5.0,2.2,0.2,-0.6,-4.8
O=C(CCn1c(=O)oc2ccccc21)NCc1ccc2c(c1)OCO2,-3.7,1.8,3.4,2.2,-5.1,0.3,1.2,-2.8
COc1ccccc1NC(=O)N1CCCCN2[C@@H](CO)[C@@H](c3ccc(-c4ccccc4)cc3)[C@@H]2C1,-0.7[16.7 µM],x,-26.8,7.2,-0.2,50.4*,1.5,-0.2
C/C(=N\NC(=O)c1[nH]c2c([N+](=O)[O-])cc(C)cc2c1-c1ccccc1)c1cccnc1,-3.7,x,4.6,5.1,-1.2,x,x,-10.2
CCOC(=O)c1c(C)nc2c(c1-c1cc(OC)ccc1OC)C(=O)CC(C)(C)C2,10.7,-0.3,-3.3,-2.1,2.3,7.3,-2.4,-2.9
CCc1ccc2c(c1)/C(=N/N(C)C(=S)NC)C(=O)N2,8.5,x,-3.4,-0.8,-6.7,x,x,-2.0
COc1ccccc1N1CCN(CC(=O)Nc2cc(F)ccc2C)CC1,-3.4,x,-2.6,2.2,2.3,-3.1,5.7,-8.8
CC(C)NC(=O)Nc1cccc2c1O[C@H](CN(C)C(=O)Nc1ccccc1)[C@@H](C)CN([C@H](C)CO)C2=O,14.5[16.7 µM],-0.1&0.1,-5.1&3.9,3.2,4.4,-9.0,-3.7,6.5
CC(C)CNC(=O)[C@@]1(c2ccc([N+](=O)[O-])cc2)CC(=O)N(CC23CC4CC(CC(C4)C2)C3)[C@@H]1c1ccc(CO)cc1,x,x,x,-2.2,-8.2,5.4,0.6,0.0
CC(=O)Nc1ccc(NC(=O)/C=C/c2ccc(Cl)cc2)cc1,x,-0.9,-14.3,x,x,-4.9,2.6,x
CCS(=O)(=O)N1CC(=O)N2[C@H](CO)[C@H](c3ccc(-c4ccc(F)cc4)cc3)[C@@H]2C1,x,0.1,-1.5,x,x,0.3,-2.0,x
CSc1nsc(SC)c1C(=O)N1CCN(S(=O)(=O)c2ccc(C)cc2)C1C(C)C (configuration not stated),5.1,x,-2.9,2.5,-3.2,x,x,-7.7
COc1ccc(/C=C/C(=O)Nc2ccc(OC)nc2)cc1,-2.7,x,11.8,-7.1,4.8,-18.3,-1.8,-17.9
CO[C@H]1CN(C)C(=O)c2cc(NC(C)=O)ccc2OC[C@H](C)N(C(=O)c2ccc(F)cc2)C[C@H]1C,x,-0.1,-1.5,2.2,1.6,-14.8,-2.2,-0.3
CC(C(=O)NCCN1CCOCC1)(c1ccccc1)c1ccccc1,-5.0,1.5,-17.9,-2.0,1.4,4.2,1.9,-6.1
CCn1c(C(=O)O)c(CC(=O)Nc2ccccc2OC)c2ccccc21,-10.8,-0.1,1.4,0.8,-1.2,-5.9,-2.9,-3.5

Brought forward from above: two entries; new compounds follow.
SMILES,miR122 inh,E-sel inducer,PGC1a acetyl inh,Cneo AK release,PglD inh,RAD52 inh,ERAP1 HTS inh,RAD54 branch
CC(C(=O)NCCN1CCOCC1)(c1ccccc1)c1ccccc1,-5.0,1.5,-17.9,-2.0,1.4,4.2,1.9,-6.1
CCn1c(C(=O)O)c(CC(=O)Nc2ccccc2OC)c2ccccc21,-10.8,-0.1,1.4,0.8,-1.2,-5.9,-2.9,-3.5
COc1ccc(NC(=O)N(C)C[C@@H]2Oc3ccc(NS(=O)(=O)c4c(C)noc4C)cc3C(=O)N([C@H](C)CO)C[C@@H]2C)cc1,-0.2[16.7 µM],-2.2,-9.0,2.7,1.0,-0.7,-0.9,18.6
O=C(CC1C(=O)NCCN1Cc1ccoc1)NCCc1ccc(Cl)cc1 (configuration not stated),-1.6,x,-10.6,x,x,-10.5,-4.2,x
CN1CCN(C(=S)c2ccc(Cl)cc2)CC1,-5.6,x,-10.3,0.3,-0.2,x,x,0.2
COCCN(CC1CCCN(C2Cc3ccccc3C2)C1)C(=O)CSC (configuration not stated),-3.0,0.0,-16.6,-2.9,-2.9,2.5,6.7,-4.0
COc1ccc(NC(=O)c2nc3nc(C)cc(C(F)F)n3n2)cc1OC,-3.9,-0.7,-5.3,-1.0,3.6,14.1,-2.2,12.3
COc1ccc(OC)c(N(CCN2C(=O)c3ccccc3C2=O)C(=O)CCl)c1,-15.7,-0.4,22.9,0.3,-3.4,-12.4,5.1,6.5
COc1ccc(NC(=O)Nc2ccc3c(c2)C(=O)N([C@@H](C)CO)C[C@H](C)[C@@H](CN(C)C(=O)Nc2ccc(F)cc2)OCCCC[C@H](C)O3)cc1,2.2[16.7 µM],0.4,-11.5,0.1,-1.4,2.6,-0.2,-10.6
CCN(CC)C(=O)[C@H]1C[C@H](CC(=O)NCc2ccc(OC)c(OC)c2)C(=O)N2CCc3c([nH]c4cc(CCC(=O)N(C)C)ccc34)[C@]12C,x,0.4,x,-1.5,8.8,-8.7,5.5,-13.8

Pulled by compound from the entries so far (5):
SMILES,miR122 inh,E-sel inducer,PGC1a acetyl inh,Cneo AK release,PglD inh,RAD52 inh,ERAP1 HTS inh,RAD54 branch
CN1CCN(C(=S)c2ccc(Cl)cc2)CC1,-5.6,x,-10.3,0.3,-0.2,x,x,0.2
COc1ccc(NC(=O)N(C)C[C@@H]2Oc3ccc(NS(=O)(=O)c4c(C)noc4C)cc3C(=O)N([C@H](C)CO)C[C@@H]2C)cc1,-0.2[16.7 µM],-2.2,-9.0,2.7,1.0,-0.7,-0.9,18.6
CCN(CC)C(=O)[C@H]1C[C@H](CC(=O)NCc2ccc(OC)c(OC)c2)C(=O)N2CCc3c([nH]c4cc(CCC(=O)N(C)C)ccc34)[C@]12C,x,0.4,x,-1.5,8.8,-8.7,5.5,-13.8
COc1ccc(OC)c(N(CCN2C(=O)c3ccccc3C2=O)C(=O)CCl)c1,-15.7,-0.4,22.9,0.3,-3.4,-12.4,5.1,6.5
COc1ccc(NC(=O)Nc2ccc3c(c2)C(=O)N([C@@H](C)CO)C[C@H](C)[C@@H](CN(C)C(=O)Nc2ccc(F)cc2)OCCCC[C@H](C)O3)cc1,2.2[16.7 µM],0.4,-11.5,0.1,-1.4,2.6,-0.2,-10.6
